Screens (PubChem BioAssay)
Tau FP inhib – qHTS for Inhibitors of Tau Fibril Formation, Fluorescence Polarization | Microtubule-associated protein tau (Homo sapiens), P10636 | K18 P301L tau heparin fibrillization, Alexa594 FP, 6 h | Potency, µM (doses to about 57.7 µM), for inactives: at the top dose activity, negative = inhibition, usual class: inhibitors | 0.39% of 280,000 active | AID 1468, 2008; also: % is scaled to controls: 0 for no effect and ±100 for the full control effect; nearly all actives have a fitted effect of over 55% in size
Target sequence (P10636 561-689 P618L limits assumed): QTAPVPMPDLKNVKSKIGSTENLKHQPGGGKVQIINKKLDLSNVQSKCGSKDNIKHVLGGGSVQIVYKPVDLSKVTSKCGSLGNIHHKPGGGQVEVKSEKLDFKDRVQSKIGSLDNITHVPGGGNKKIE
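Compound effects on tau fibrillization are measured by Alexa 594 fluorescence polarization (ex 555, em 632 nm). K18 P301L tau is used at 15 uM with 0.24 uM labeled tracer, and 20 uM heparin induces aggregation over 6 hr at 37 C.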
Tau fluor counter – Counterscreen qHTS for Inhibitors of Tau Fibril Formation, Fluorescence Polarization | tau K18 P301L Alexa594 fluorescence, heparin fibrillization | 0.93% of 280,000 active | Potency, µM (highest dose often 57.7 µM), for the others: top-dose activity change, negative = decrease; also: % is scaled to controls: 0 for no effect and ±100 for the full control effect; nearly all actives have a fitted effect of over 55% in size
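Human tau K18 P301L (15 uM unlabeled, 0.24 uM Alexa 594-labeled) in 100 mM sodium acetate pH 7 with 20 uM heparin, 6 hr at 37 C. ThT 30 uM added, 1 hr ambient; Alexa 594 FP and total fluorescence read at 555/632 nm.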
TRb SRC2 PPI – qHTS for Inhibitors of the Interaction of Thyroid Hormone Receptor and Steroid Receptor Coregulator 2; Thyroid hormone receptor beta (Homo sapiens), P10828; TRbeta-SRC2 peptide binding, fluorescence polarization; receptor liganded with 1 µM T3; Potency, µM (series often up to 106 µM), for the others: at the highest dose activity change, negative = inhibition, most hits filed as inhibitors; 0.065% of 280,000 active; AID 1469, 2008;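 also: plate controls were bound peptide for no effect and peptide without receptor for full effect; nearly all actives have a fitted effect of over 50% in size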
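Binding of a 20-amino-acid Texas Red SRC2 peptide (20 nM) to TRb ligand-binding domain (0.6 uM) with agonist T3 at 1 uM was followed by fluorescence polarization after a 5 hr room-temperature incubation.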
RECQ1 helicase – qHTS Assay for Inhibitors of RecQ-Like Dna Helicase 1 (RECQ1); ATP-dependent DNA helicase Q1 (Homo sapiens), P46063; RECQ1 DNA unwinding, red fluorescence kinetic read; Potency, µM (titrated, usually from 57.3 µM), for inactives: at the highest dose activity, negative = inhibition, hits mostly inhibitors; 0.54% of 240,000 active;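 also: plate controls were vehicle for no effect and no enzyme for full effect; nearly all actives have a fitted effect of over 30% in size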
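RECQ1T1 50 nM; forked duplex (20 bp + 30-nt ss tails) 200 nM, ATP 2 mM final; pH 8.0, 2 mM MgCl2, 2.5 ug/ml poly(dI-dC); 15 min compound preincubation; discontinuous kinetic read over 2 h at RT.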
HTT ATP protect – qHTS Multiplex Assay to Identify Dual Action Probes in a Cell Model of Huntington: Cytoprotection (ATP); PC12 HTT-Q103 induced, cytoprotection, ATP luminescence, 40 h; Potency, µM (series often up to 56.4 µM), inactives show cytoprotection (ATP increase), most hits filed as activators; 0.14% of 230,000 active;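 also: % of control where 0% means no effect; nearly all actives have a fitted effect of over 45% in size; toxic huntingtin expression switched on by the ecdysone agonist tebufenozide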
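Huntington model: PC12 line, ecdysone-inducible HTTQ103 exon1–GFP, tebufenozide 100 nM. Test articles in a dose series. Endpoint luminescence from cellular ATP.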
TR SRC2 fluor cs – Total Fluorescence Counterscreen for Inhibitors of the Interaction of Thyroid Hormone Receptor and Steroid Receptor Coregulator 2. TRb/SRC2 Texas Red total fluorescence interference. Potency, µM (doses to about 106 µM), inactives show at the highest dose fluorescence change, negative = quenching. 0.29% of 280,000 active. AID 1479, 2009; active = well fitted curve in either direction with a large enough effect; inconclusive = small, poorly fitted or top-dose-only effect; also: % is scaled to controls: 0 for no effect and ±100 for the full control effect
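Flags fluorescent or light-absorbing compounds by total fluorescence, S + 2P, at 555 nm excitation and 632 nm emission. Mixture: 20 nM Texas Red SRC2 peptide, 0.6 uM human TRb LBD, 1 uM T3, 5% DMSO; compound exposure 5 h at ambient temperature.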
Tau ThT inhib – qHTS for Inhibitors of Tau Fibril Formation, Thioflavin T Binding; recombinant tau K18 P301L (four-repeat tau fragment), heparin-induced fibrillization, ThT fluorescence; Potency, µM (titrated, usually from 57.4 µM), for the others: top-dose activity, negative = inhibition, most hits filed as inhibitors; 2.1% of 270,000 active; also: % is scaled to controls: 0 for no effect and ±100 for the full control effect; nearly all actives have a fitted effect of over 55% in size
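Recombinant human tau K18 fragment […] carrying P301L, 15 uM unlabeled plus 0.24 uM Alexa 594-labeled, was fibrillized with 20 uM heparin in 100 mM sodium acetate pH 7 for 6 hr at 37 C; 30 uM ThT fluorescence read after 1 hr.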
L3MBTL1 inh – qHTS Assay for the Inhibitors of L3MBTL1 | Lethal(3)malignant brain tumor-like protein 1 (Homo sapiens), Q9Y468 | AlphaScreen L3MBTL1–H3K9me1 peptide binding | Potency, µM (titrated, usually from 57.1 µM), for the others: top-dose activity, negative = inhibition, actives largely listed as inhibitors | AID 485360, 2010 | 0.66% of 230,000 active; also: % is scaled to controls: 0 for no effect and ±100 for the full control effect; nearly all actives have a fitted effect of over 60% in size
Target sequence (Q9Y468 whole entry, looked up): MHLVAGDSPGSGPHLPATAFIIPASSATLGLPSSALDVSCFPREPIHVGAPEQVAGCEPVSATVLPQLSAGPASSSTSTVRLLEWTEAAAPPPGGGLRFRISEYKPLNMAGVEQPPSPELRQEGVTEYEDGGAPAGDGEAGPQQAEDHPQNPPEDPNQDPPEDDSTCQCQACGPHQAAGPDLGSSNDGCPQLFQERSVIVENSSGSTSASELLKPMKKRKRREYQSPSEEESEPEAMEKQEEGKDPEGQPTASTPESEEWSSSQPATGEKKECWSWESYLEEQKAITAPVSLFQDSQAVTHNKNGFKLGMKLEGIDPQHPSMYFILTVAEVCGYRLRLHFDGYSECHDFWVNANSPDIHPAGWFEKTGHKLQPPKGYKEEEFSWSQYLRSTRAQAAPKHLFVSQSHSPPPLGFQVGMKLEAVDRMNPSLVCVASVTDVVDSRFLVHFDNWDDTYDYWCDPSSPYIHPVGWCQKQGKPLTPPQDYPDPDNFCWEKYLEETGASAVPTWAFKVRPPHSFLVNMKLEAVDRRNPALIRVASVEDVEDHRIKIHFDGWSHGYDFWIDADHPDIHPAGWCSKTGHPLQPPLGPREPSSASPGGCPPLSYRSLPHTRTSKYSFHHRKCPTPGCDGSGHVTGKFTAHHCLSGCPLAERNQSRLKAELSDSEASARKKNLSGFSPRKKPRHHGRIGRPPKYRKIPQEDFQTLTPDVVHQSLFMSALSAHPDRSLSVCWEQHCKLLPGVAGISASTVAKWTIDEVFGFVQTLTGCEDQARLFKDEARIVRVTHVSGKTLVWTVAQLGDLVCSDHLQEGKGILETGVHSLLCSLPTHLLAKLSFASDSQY
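AlphaScreen assay: L3MBTL1 (50 nM final) was preincubated 30 min at room temperature with biotinylated H3(1-15)K9me1 peptide (75 nM final), then 30 min with library compounds; streptavidin donor and nickel chelate acceptor beads (10 ug/mL final) added, 30 min dark.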
* hit, by the source's call; i = inactive; ? = inconclusive; / = not tested or not shown; & = joins results of further samples; [ ] = remark or other dose. Unless noted, calls follow the shape of the dose curve; as a rule, active = well fitted curve in the direction sought with a large enough effect; inconclusive = small, poorly fitted or top-dose-only effect, or another doubt; inactive = no such curve, though single readings can be large; an effect the other way counts as inactive or inconclusive. Potency is read from the fitted curve at half-maximal effect. These rows are one share of the data. The share of hits here may be higher or lower than overall.

Order of results: Tau FP inhib, Tau fluor counter, TRb SRC2 PPI, RECQ1 helicase, HTT ATP protect, TR SRC2 fluor cs, Tau ThT inhib, L3MBTL1 inh
> COc1cccc(S(=O)(=O)NCc2ccc3c(c2)OCO3)c1
    2.5%, -2.6%, -8.9%, -3.5%, -4.2%[10 µM], -4.5%, 6.1%, /
> CC(=O)N1CCN(C(C)=O)C1c1ccccc1
    -8.5%, -0.5%, -11.6%, -13.5%, -5.3%, -4.9%, -3.4%, /
> CCCCCc1nnc(NC(=O)c2ccc(=O)n(C)n2)s1
    -1.2%, 4.3%, 6.5%, -5.4%, -23.4%, 0.4%, -1.3%, 7.7%
> COc1ccc(Cl)cc1-c1nc(SCC(N)=O)n[nH]1
    7.8%, -4.2%, -1.5%, -16.4%, 34.8%[10 µM], -5.7%, -5.5%, 9.0%
> N/C(=N\OC(=O)CCCc1ccccc1)c1ccc([N+](=O)[O-])cc1
    7.8%, -27.1%, 1.1%, 2.0%, -6.6%[0.074 µM], -0.2%, ?, -7.9%
> O=C(NNC1=NCCC1)c1ccc(Br)cc1
    5.6%, 0.8%, 3.7%, -2.5%, 14.7%, -7.1%, -5.2%, /
> CCOC(=O)c1cc(C)n(-c2ccc(Cl)cc2)c1C
    -11.0%, -13.3%, 1.9%, -13.5%, 15.6%[10 µM], -0.8%, -13.6%, 0.0%
> Cc1ccc(-c2nc(-c3cccnc3)sc2CC(=O)O)cc1
    3.0%, -2.1%, 7.9%, -1.2%, 1.8%[10 µM], -3.4%, -3.2%, 7.3%
> Cc1ccc(C)c(NC(=O)C2CC(O)CN2C(=O)OC(C)(C)C)c1 (configuration not stated)
    -1.2%, 0.3%, 2.7%, -9.5%, -6.4%, -3.3%, -1.4%, 6.0%
> CN(C)CCNC(=O)C(=O)NCC(c1cccnc1)N1CCN(c2ccccc2)CC1 (configuration not stated)
    2.7%, -7.6%, 3.4%, /, /, -10.4%, -5.8%, /
> Cc1ccc(S(=O)(=O)N2CCN(S(=O)(=O)c3ccccc3)C2)cc1
    3.7%, -13.7%, 5.5%, 0.2%, 20.4%, 2.5%, -10.9%, /
> CCOC(=O)c1[nH]c2ccc(C)cc2c1NC(=O)CN1CCCCC1
    3.9%, -4.5%, 2.7%, -3.8%, -21.1%[10 µM], -1.1%, -3.6%, 0.8%
> CCCC(=O)Nc1cc(C(=O)O)ccc1Sc1ccccc1
    -11.3%, -7.7%, -1.0%, -0.9%, -6.6%, 0.8%, -12.2%, /
> COCCCN1C(=O)C(=O)/C(=C(/O)c2ccc3c(c2)CC(C)O3)C1c1cccnc1 (configuration not stated)
    2.6%, 6.6%, -6.1%, 2.2%, 5.7%, -3.8%, 8.0%, -0.6%
> CCS(=O)(=O)N1CCc2cc(C(=O)Nc3cccc(NC(C)=O)c3)ccc21
    ?, ?, 6.8%, /, /, -1.2%, -10.9%, /
> COC(=O)[C@H](Cc1ccccc1)NC(=O)[C@@H](N)CC(=O)O
    /, /, 10.5%[201 µM], -0.3%, 0.1%&11.1%, -1.4%[201 µM], /, /
> CCOC(=O)c1c(C)[nH]c(C)c1S(=O)(=O)NCC(=O)NCc1cccc(C)c1
    1.4%, 1.5%, 1.6%, /, /, -0.8%, 4.0%, /
> c1ccc(-c2cccs2)nc1
    -4.9%, -12.2%, -3.9%, 3.2%, -7.7%[10 µM], 0.5%, -7.4%, -1.9%
> CCCN(CCC)C(=O)COc1cc(=O)n(CC)c2ccccc12
    1.5%, -7.3%, -12.8%, 10.0%, -22.1%, -1.5%, -6.7%, 6.2%
> Cc1ccc(CNC(=O)C2CC3Cn4c(nc5cc6ccccc6cc54)C3N2C)o1 (configuration not stated)
    0.7%, 1.0%, 4.2%, i, 19.6%[10 µM], -0.6%, -13.6%, /
> Cc1cc(C)n(C(C)CC(=O)NCc2ccc(Cl)cc2)n1 (configuration not stated)
    -2.0%, -1.4%, 0.4%, /, /, -5.1%, 3.6%, /
> CCOC(=O)c1cnn(-c2cc(C)nc3c(-c4ccccc4)cnn23)c1N
    -0.6%, -1.1%, 3.7%, -6.7%, -10.1%[0.074 µM], -1.2%, 4.9%, -2.7%
> COc1ccc(CC(=O)OCC(=O)Nc2ccc(Cl)c(S(=O)(=O)N(C)C)c2)cc1
    -1.2%, -26.1%, -4.4%, -3.0%, -21.0%, -1.1%, 0.5%, 12.6%
> O=C(Nc1cc(S(=O)(=O)N2CCOCC2)ccc1O)c1ccc(NS(=O)(=O)c2ccc(Cl)s2)cc1
    3.8%, ?, 3.6%, -0.9%, -9.6%[10 µM], -0.5%, ?, 7.2%
> CCOc1ccccc1CNCc1ccc(F)cc1
    2.0%, 4.1%, 4.0%, i, -12.2%, -2.1%, 4.1%, -2.5%
> CCc1cc2c(SCC#N)ncnc2s1
    2.0%, -1.7%, -0.5%, i, 5.3%, 0.3%, -2.6%, 13.5%
> COc1ccc(NC(=O)CSc2oc(-c3cccs3)nc2S(=O)(=O)c2ccc(Br)cc2)c(OC)c1
    -5.4%, ?, -6.3%, /, /, -0.6%, 0.9%, /
> CC(C1CC1)N(Cc1ccccc1)C(=O)NC(=O)c1ccc(F)cc1 (configuration not stated)
    -3.8%, 0.8%, -5.9%, i, 9.4%[10 µM], -1.3%, -3.9%, 10.4%
> CC1CCN(C(=O)CSc2nnc(NC(=O)Nc3ccccc3)s2)CC1
    ?, ?, 3.4%, /, /, -1.3%, -7.0%, /
> CCOc1ccc(OCC)c(NC(=O)CSc2nnc(Cn3cnc4ccccc43)n2C)c1
    -1.4%, -6.1%, -0.2%, -5.2%, 2.7%[10 µM], 2.7%, -9.0%, -9.4%

One compound at a time, as listed above. Values in the order: Tau FP inhib, Tau fluor counter, TRb SRC2 PPI, RECQ1 helicase, HTT ATP protect, TR SRC2 fluor cs, Tau ThT inhib, L3MBTL1 inh
`CCCN(CCC)C(=O)COc1cc(=O)n(CC)c2ccccc12` is entered as 1.5%, -7.3%, -12.8%, 10.0%, -22.1%, -1.5%, -6.7%, 6.2%
`CCOc1ccc(OCC)c(NC(=O)CSc2nnc(Cn3cnc4ccccc43)n2C)c1` is entered as -1.4%, -6.1%, -0.2%, -5.2%, 2.7%[10 µM], 2.7%, -9.0%, -9.4%
`CCOC(=O)c1c(C)[nH]c(C)c1S(=O)(=O)NCC(=O)NCc1cccc(C)c1` is entered as 1.4%, 1.5%, 1.6%, /, /, -0.8%, 4.0%, /

The listing picks up with the 3 entries that preceded the break.
Order of results: Tau FP inhib, Tau fluor counter, TRb SRC2 PPI, RECQ1 helicase, HTT ATP protect, TR SRC2 fluor cs, Tau ThT inhib, L3MBTL1 inh
> CC(C1CC1)N(Cc1ccccc1)C(=O)NC(=O)c1ccc(F)cc1 (configuration not stated)
    -3.8%, 0.8%, -5.9%, i, 9.4%[10 µM], -1.3%, -3.9%, 10.4%
> CC1CCN(C(=O)CSc2nnc(NC(=O)Nc3ccccc3)s2)CC1
    ?, ?, 3.4%, /, /, -1.3%, -7.0%, /
> CCOc1ccc(OCC)c(NC(=O)CSc2nnc(Cn3cnc4ccccc43)n2C)c1
    -1.4%, -6.1%, -0.2%, -5.2%, 2.7%[10 µM], 2.7%, -9.0%, -9.4%
> COc1ccc(-n2c(C)c(C(C)=O)c3cc(OCC(N)=O)ccc32)cc1
    -3.4%, -5.5%, -2.0%, 2.0%, 18.8%[10 µM], -1.1%, -16.2%, -4.8%
> CCc1nc(SCC(=O)Nc2ccnc3ccccc23)n[nH]1
    -8.2%, 1.2%, -7.1%, i, 14.4%, 1.1%, -0.3%, /
> COc1ccccc1NS(=O)(=O)c1cc(NC(=O)c2sccc2C)ccc1N1CCCC1
    -8.4%, ?, 9.2%, i, -25.3%, 2.3%, ?, -8.4%
> CCOc1ccccc1N(C)C(=O)Cn1cnc2onc(-c3ccc(F)cc3)c2c1=O
    ?, -23.4%, -3.3%, /, /, 0.0%, -7.2%, /
> CCOc1ccccc1N(CC(=O)N1CCOCC1)S(=O)(=O)c1ccccc1
    -10.2%, -6.5%, 5.2%, -2.1%, -3.9%, 1.2%, -9.5%, /
> CCOc1ccccc1NC(=O)Cn1c(=O)n(-c2ccccc2)c(=O)c2c1c1cc(C)ccc1n2C
    -7.0%, -4.8%, -0.7%, /, /, -0.2%, 9.2%, /
> O=C(CSc1nnc(-c2cccnc2)n1-c1ccc(SC(F)F)cc1)N1CCCc2ccccc21
    0.2%, -2.4%, 1.6%, 11.7%, /, -1.3%, -14.5%, 3.3%
> CC(C)P(=O)(Cc1cccc(C#N)c1)C(C)C
    4.2%, 3.8%, 1.9%, i, 3.2%[10 µM], -2.7%, 3.9%, 2.2%
> O=C(CN1C(=O)C2CC=CCC2C1=O)NCC(=O)Nc1ccc(F)c(F)c1F (configuration not stated)
    -8.6%, -8.6%, -2.4%, -14.6%, -16.4%, -5.3%, -2.9%, /

Two records drawn at random from the list so far:
Order of results: Tau FP inhib, Tau fluor counter, TRb SRC2 PPI, RECQ1 helicase, HTT ATP protect, TR SRC2 fluor cs, Tau ThT inhib, L3MBTL1 inh
> COc1ccccc1NS(=O)(=O)c1cc(NC(=O)c2sccc2C)ccc1N1CCCC1
    -8.4%, ?, 9.2%, i, -25.3%, 2.3%, ?, -8.4%
> O=C(CN1C(=O)C2CC=CCC2C1=O)NCC(=O)Nc1ccc(F)c(F)c1F (configuration not stated)
    -8.6%, -8.6%, -2.4%, -14.6%, -16.4%, -5.3%, -2.9%, /
